RTF Ca sens inh = cardiac RTF calcium desensitization | P19429+P45379 | IANBD-labeled cardiac RTF, Ca2+ fluorescence | inhibition, % at 7.15 µM | 340,000 compounds, 0.12% hits | AID 493244;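 active means inhibition above the mean inhibition of all tested compounds plus 3 SD, cut at about 17% in these data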;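 further: assay run at fixed EC70 calcium of 1.6 mM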
cardiac RTF act = increases calcium sensitivity of human cardiac regulated thin filaments | activation, % at 7.2 µM | 340,000 compounds, 0.24% hits | IANBD-labeled TnC RTF fluorescence at EC20 calcium; 0% EC20 calcium, 100% full calcium | P19429+P45379;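 active means activation above the mean over all tested compounds plus 3 SD, cut at about 30% in these data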;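 further: rise in fluorescence read as greater calcium sensitivity of cardiac thin filaments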
MOR-DOR ag = OPRM1-OPRD1 heterodimerization agonism | P35372+P41143 | cells, luminescence | activation, % at 9.3 µM | 340,000 compounds, 0.3% hits | AID 504326; in the data active means activation above about 18%;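 further: 0% = vehicle-treated cells and 100% = reference agonist; values of inactives mirror those of a sister screen read the other way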
V-ATPase pH = regulators of yeast V-ATPase proton transport. S. cerevisiae, pHLuorin cytosolic pH fluorescence. response, % at 10 µM. 350,000 compounds, 0.37% hits. AID 504577; in the data active means response mostly above about 7.3%, no sharp cut-off; inactive means mostly below about 5.4%; further: actives read high; inactives centre near 0; some compounds called inactive have numbers as strong as hits; reference of the scale not given here
HTR5A inv ctr = inverse agonist of human HTR5A in OPRM1-OPRD1 counter-screen. P47898. HTR5A cell line, luminescence, inverse agonism. inhibition, % at 9.3 µM. 340,000 compounds, 0.083% hits. AID 504634; in the data active means inhibition mostly above about 23%, no sharp cut-off; inactive means mostly below about 18%;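 further: 0% = cells with DMSO and 100% = no-cell wells with DMSO; some compounds called inactive have numbers as strong as hits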
Target sequence (P47898 whole entry, looked up): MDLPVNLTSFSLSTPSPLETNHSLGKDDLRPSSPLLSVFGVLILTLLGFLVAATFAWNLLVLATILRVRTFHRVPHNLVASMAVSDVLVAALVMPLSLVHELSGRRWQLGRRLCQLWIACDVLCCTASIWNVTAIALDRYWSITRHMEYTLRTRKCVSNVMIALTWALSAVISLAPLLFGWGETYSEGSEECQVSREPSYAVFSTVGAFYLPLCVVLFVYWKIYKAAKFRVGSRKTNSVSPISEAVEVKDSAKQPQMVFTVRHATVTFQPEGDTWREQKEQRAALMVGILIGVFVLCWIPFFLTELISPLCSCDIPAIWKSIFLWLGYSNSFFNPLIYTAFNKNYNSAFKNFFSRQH
Keap1 Nrf2 FP = Keap1-Nrf2 (human) interaction inhibition; Keap1 Kelch-Nrf2 peptide fluorescence polarization, 1536-well; 340,000 compounds, 0.15% hits; Q14145; inhibition, % at 9.4 µM; AID 504523; in the data active means inhibition above about 12%;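 further: human Keap1 Kelch domain with fluorescein labeled Nrf2 9mer peptide probe; 0% = neutral control wells and 100% = peptide positive control; higher means more block of Keap1 binding to Nrf2 peptide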
Target sequence (Q14145 whole entry, looked up, the tested form may be a part): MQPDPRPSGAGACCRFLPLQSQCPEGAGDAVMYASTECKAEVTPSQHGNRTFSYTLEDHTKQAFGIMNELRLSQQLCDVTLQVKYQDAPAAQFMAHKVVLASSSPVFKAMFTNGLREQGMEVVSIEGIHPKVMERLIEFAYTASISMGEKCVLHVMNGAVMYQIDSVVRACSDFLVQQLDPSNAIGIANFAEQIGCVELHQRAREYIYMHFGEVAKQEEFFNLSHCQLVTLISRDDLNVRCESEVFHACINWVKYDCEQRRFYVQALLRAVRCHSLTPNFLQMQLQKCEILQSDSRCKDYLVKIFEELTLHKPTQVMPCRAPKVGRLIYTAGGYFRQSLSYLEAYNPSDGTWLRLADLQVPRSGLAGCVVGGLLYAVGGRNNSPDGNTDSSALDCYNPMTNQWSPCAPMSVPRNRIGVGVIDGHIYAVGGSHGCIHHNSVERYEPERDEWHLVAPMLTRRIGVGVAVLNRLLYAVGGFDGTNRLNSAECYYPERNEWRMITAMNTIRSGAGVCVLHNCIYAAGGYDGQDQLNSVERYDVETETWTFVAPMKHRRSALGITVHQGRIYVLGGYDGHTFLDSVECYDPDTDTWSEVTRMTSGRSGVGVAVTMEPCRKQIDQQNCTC
CAL PDZ FP = CAL PDZ (human) peptide binding inhibition. inhibition, % at 24.9 µM. Q9HD26. purified CAL PDZ, TMR-peptide fluorescence polarization, 1 h. 300,000 compounds, 0.92% hits;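 active means mean inhibition of at least 30% with at least half of replicates also reaching 30%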;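 further: 0% = DMSO neutral control and 100% = excess unlabeled competitor peptide PRC23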
OPRM1-OPRD1 inv = inverse agonists of human mu-delta opioid receptor heterodimerization. P35372+P41143. cell-based MOR-DOR heterodimer luminescence, inverse agonism. inhibition, % at 9.3 µM. 340,000 compounds, 0.21% hits; in the data active means inhibition above about 22%, passing the limit was not always enough;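 further: 0% = cells with DMSO and 100% = wells without cells with DMSO; values of inactives mirror those of a sister screen read the other way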
LANA DNA inh = KSHV C-LANA DNA binding inhibition; MBP-C-LANA/FAM-LBS DNA binding, fluorescence polarization; inhibition, % at 9 µM; 340,000 compounds, 0.078% hits;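 active means highest replicate inhibition at or above 60% at 9 µM, even if other replicates fall short; inactive means all replicates below 60% inhibition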;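 further: 0% = neutral control wells and 100% = 4 µM acridine orange control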
HTR5A ag = counter-screen for OPRM1-OPRD1 agonists: human HTR5A agonism; 340,000 compounds, 0.61% hits; HTR5A agonist assay, luminescence, cell-based; activation, % at 9.3 µM; in the data active means activation mostly above about 9.5%, no sharp cut-off; inactive means mostly below about 7.6%;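 further: 0% = cells with vehicle only and 100% = reference agonist; strong numbers were not always called active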
Numbers without * were called inactive.

Screening COc1ccccc1NC(=O)CSc1nnnn1-c1ccccc1F returned RTF Ca sens inh -9, cardiac RTF act 1, MOR-DOR ag -0.5, V-ATPase pH 6, HTR5A inv ctr -4, Keap1 Nrf2 FP -4, OPRM1-OPRD1 inv 2, LANA DNA inh 0.7 and HTR5A ag 6.
COc1cc(NC(=O)c2ccco2)c(OC)cc1NC(=O)CSc1ncc(-c2ccc(F)cc2)[nH]1 was read as RTF Ca sens inh 1, cardiac RTF act -1, MOR-DOR ag -1.0, V-ATPase pH 1, HTR5A inv ctr -12, Keap1 Nrf2 FP -3, CAL PDZ FP 0, OPRM1-OPRD1 inv 5, LANA DNA inh 1.2 and HTR5A ag 3.
CC1=C(N2CCCCC2)CCC1=O was read as RTF Ca sens inh -5, cardiac RTF act -5, MOR-DOR ag -1.4, V-ATPase pH -3, HTR5A inv ctr -12, Keap1 Nrf2 FP 0, CAL PDZ FP -2, OPRM1-OPRD1 inv 8, LANA DNA inh 1.2 and HTR5A ag 4.
For C/C(=N/NC(=O)CNC(=O)CCc1ccccc1)c1ccc(Cl)c(Cl)c1 the results were RTF Ca sens inh -2, cardiac RTF act -2, MOR-DOR ag -1.8, V-ATPase pH -2, HTR5A inv ctr -14, Keap1 Nrf2 FP -7, CAL PDZ FP 0, OPRM1-OPRD1 inv 9, LANA DNA inh -0.2 and HTR5A ag -1.
Screening CCOCC(=O)Nc1nnc(Cc2ccc(OC)c(OC)c2)s1 returned RTF Ca sens inh -12, cardiac RTF act 0, MOR-DOR ag -1.1, V-ATPase pH -4, HTR5A inv ctr -22, Keap1 Nrf2 FP -4, CAL PDZ FP 9, OPRM1-OPRD1 inv 7, LANA DNA inh 2.7 and HTR5A ag -3.
For Cc1cc(NC(=O)CC(C)C)c(=O)n(Cc2cccc(F)c2)c1 the results were RTF Ca sens inh 0, cardiac RTF act -5, MOR-DOR ag -2.2, V-ATPase pH 4, HTR5A inv ctr -35, Keap1 Nrf2 FP -2, CAL PDZ FP 2, OPRM1-OPRD1 inv 12, LANA DNA inh 3.2 and HTR5A ag 3.
For COCC(C)NS(=O)(=O)c1ccc(C(=O)NCCCn2ccc3ccccc32)cc1 (stereo not drawn) the results were RTF Ca sens inh -12, cardiac RTF act -5, MOR-DOR ag -0.1, V-ATPase pH -5, HTR5A inv ctr -7, Keap1 Nrf2 FP -2, CAL PDZ FP -1, OPRM1-OPRD1 inv 1, LANA DNA inh 0.1 and HTR5A ag -1.
O=C(OCC(=O)N1CCOCC1)c1cc(F)c(F)cc1Cl was read as RTF Ca sens inh -6, cardiac RTF act -9, MOR-DOR ag -3.2, V-ATPase pH 0, HTR5A inv ctr -6, Keap1 Nrf2 FP -3, CAL PDZ FP -4, OPRM1-OPRD1 inv 20, LANA DNA inh 0.5 and HTR5A ag 8.
Screening Cc1nc(/C=C/c2ccccc2)[nH]c(=O)c1-c1ccccc1 returned RTF Ca sens inh 3, cardiac RTF act -8, MOR-DOR ag -1.6, V-ATPase pH -1, HTR5A inv ctr -8, Keap1 Nrf2 FP 4, CAL PDZ FP -3, OPRM1-OPRD1 inv 9, LANA DNA inh 1.0 and HTR5A ag 3.
For Cc1oc(CSCCSCc2cc(C(=O)O)c(C)o2)cc1C(=O)O the results were RTF Ca sens inh -3, cardiac RTF act -6, MOR-DOR ag -1.9, V-ATPase pH 2, HTR5A inv ctr 0, Keap1 Nrf2 FP 0, CAL PDZ FP -2, OPRM1-OPRD1 inv 9, LANA DNA inh -2.6 and HTR5A ag 0.
For CC(=O)[C@H]1CCC2C3CC=C4C[C@@H](O)CC[C@]4(C)C3CC[C@@]21C (stereo partly drawn) the results were RTF Ca sens inh -14, cardiac RTF act 6, MOR-DOR ag 1.3, V-ATPase pH 0, HTR5A inv ctr 6, Keap1 Nrf2 FP -3, CAL PDZ FP -8, OPRM1-OPRD1 inv -7, LANA DNA inh 0.0 and HTR5A ag -1.
`CCOC(=O)C(Cc1c[nH]c2ccc([N+](=O)[O-])cc12)(NC(C)=O)C(=O)OCC` gave RTF Ca sens inh 2, cardiac RTF act -1, MOR-DOR ag -1.5, V-ATPase pH 0, HTR5A inv ctr 19, Keap1 Nrf2 FP -3, CAL PDZ FP 0, OPRM1-OPRD1 inv 7, LANA DNA inh 0.3 and HTR5A ag -5.
Screening O=C(Cc1nc(-c2ccc(Br)s2)cs1)NCCN1CCOCC1 returned RTF Ca sens inh -6, cardiac RTF act -1, MOR-DOR ag -1.0, V-ATPase pH 2, HTR5A inv ctr -23, Keap1 Nrf2 FP -1, CAL PDZ FP -8, OPRM1-OPRD1 inv 6, LANA DNA inh 0.3 and HTR5A ag 0.
Screening NC(Cc1c[nH]c2ccccc12)C(=O)NCc1ccco1 (stereo not drawn) returned RTF Ca sens inh -2, cardiac RTF act 3, MOR-DOR ag -3.0, V-ATPase pH -1, HTR5A inv ctr -9, Keap1 Nrf2 FP -4, OPRM1-OPRD1 inv 16, LANA DNA inh -1.1 and HTR5A ag -3.
Cc1nn(-c2ccccc2)c(C)c1C(=O)OCC(=O)N(C)c1ccccc1 was read as RTF Ca sens inh 2, cardiac RTF act -4, MOR-DOR ag -1.1, V-ATPase pH -2, HTR5A inv ctr 5, Keap1 Nrf2 FP 1, CAL PDZ FP -4, OPRM1-OPRD1 inv 4, LANA DNA inh 0.6 and HTR5A ag -2.
Screening CNC(=O)C1CCN(C(=O)c2ccc(-c3ccccc3)cc2)CC1 returned RTF Ca sens inh 7, cardiac RTF act 3, MOR-DOR ag -1.4, V-ATPase pH -1, HTR5A inv ctr -11, Keap1 Nrf2 FP 0, CAL PDZ FP -1, OPRM1-OPRD1 inv 8, LANA DNA inh 0.3 and HTR5A ag 2.
For CCc1nc(SCC(=O)c2ccc(C)c(C)c2)n[nH]1 the results were RTF Ca sens inh -2, cardiac RTF act -2, MOR-DOR ag -2.3, V-ATPase pH -2, HTR5A inv ctr -4, Keap1 Nrf2 FP 1, CAL PDZ FP 1, OPRM1-OPRD1 inv 11, LANA DNA inh 2.0 and HTR5A ag 2.
`Cc1ccccc1C(=O)Nc1ccc(S(=O)(=O)N2CCCC2)cc1` gave RTF Ca sens inh 4, cardiac RTF act 2, MOR-DOR ag 0.3, V-ATPase pH 2, HTR5A inv ctr -26, Keap1 Nrf2 FP -4, CAL PDZ FP 1, OPRM1-OPRD1 inv -2, LANA DNA inh -0.2 and HTR5A ag 9.
For COc1ccc(Br)cc1CN(C)C(C)C(=O)Nc1cc([N+](=O)[O-])ccc1OC (stereo not drawn) the results were RTF Ca sens inh -10, cardiac RTF act -7, MOR-DOR ag 0.3, V-ATPase pH 0, HTR5A inv ctr 14, Keap1 Nrf2 FP -3, CAL PDZ FP -5, OPRM1-OPRD1 inv -2, LANA DNA inh -0.7 and HTR5A ag -5.
Screening Cc1ccc(S(=O)(=O)N2CCC(=O)N(C(CO)Cc3ccccc3)CC2)cc1 (stereo not drawn) returned RTF Ca sens inh 2, cardiac RTF act 2, MOR-DOR ag -0.2, V-ATPase pH -4, HTR5A inv ctr -18, Keap1 Nrf2 FP 1, CAL PDZ FP 1, OPRM1-OPRD1 inv 1, LANA DNA inh -0.7 and HTR5A ag 6.
Screening CC(=O)Cc1nsc(NC(=O)c2cc(-c3ccccc3Cl)oc2C)n1 returned RTF Ca sens inh -5, cardiac RTF act -3, MOR-DOR ag -0.2, V-ATPase pH 4, HTR5A inv ctr -10, Keap1 Nrf2 FP -1, OPRM1-OPRD1 inv 1, LANA DNA inh 0.0 and HTR5A ag 4.
For CC1CCCN(C2=NC(=O)/C(=C/c3cn(-c4ccccc4)nc3-c3cccc(S(=O)(=O)N(C)C)c3)S2)C1 (stereo not drawn) the results were RTF Ca sens inh 4, cardiac RTF act -1, MOR-DOR ag -4.4, V-ATPase pH 2, HTR5A inv ctr 9, Keap1 Nrf2 FP 1, CAL PDZ FP -2, OPRM1-OPRD1 inv 21, LANA DNA inh -1.3 and HTR5A ag -4.
For N/C(Cc1nc2ccccc2s1)=N\O the results were RTF Ca sens inh 0, cardiac RTF act -3, MOR-DOR ag -3.6, V-ATPase pH -2, HTR5A inv ctr -5, Keap1 Nrf2 FP 1, CAL PDZ FP -5, OPRM1-OPRD1 inv 19, LANA DNA inh 1.8 and HTR5A ag 6.
`COc1ccc(-n2nc(C(=O)N3CCN(Cc4ccc5c(c4)OCO5)CC3)c3ccccc3c2=O)cc1` gave RTF Ca sens inh 0, cardiac RTF act -3, MOR-DOR ag -1.9, V-ATPase pH -1, HTR5A inv ctr 1, Keap1 Nrf2 FP 3, CAL PDZ FP 9, OPRM1-OPRD1 inv 9, LANA DNA inh 2.1 and HTR5A ag 0.
`Brc1ccc2ncnc(Nc3cccc4ccccc34)c2c1` gave RTF Ca sens inh -3, cardiac RTF act 3, MOR-DOR ag 1.1, V-ATPase pH -1, HTR5A inv ctr -19, Keap1 Nrf2 FP 1, CAL PDZ FP -5, OPRM1-OPRD1 inv -5, LANA DNA inh 1.3 and HTR5A ag -9.
`Cn1cccc1/C=N/n1c(-c2ccc(Cl)cc2Cl)n[nH]c1=S` gave RTF Ca sens inh -9, cardiac RTF act 3, MOR-DOR ag 0.4, HTR5A inv ctr 10, Keap1 Nrf2 FP 0, CAL PDZ FP -1, OPRM1-OPRD1 inv -2, LANA DNA inh -0.3 and HTR5A ag -4.
c1nc(N2CCC3(CC2)OCCO3)c2c3c(sc2n1)CCCC3 was read as RTF Ca sens inh 3, cardiac RTF act 1, MOR-DOR ag -2.3, V-ATPase pH -1, HTR5A inv ctr 3, Keap1 Nrf2 FP 0, CAL PDZ FP 2, OPRM1-OPRD1 inv 10, LANA DNA inh -0.5 and HTR5A ag -1.
`Cc1nn(-c2ccccc2)c(Cl)c1C(=O)OCC(=O)NCCc1ccc(S(N)(=O)=O)cc1` gave RTF Ca sens inh -2, cardiac RTF act -1, MOR-DOR ag -1.2, V-ATPase pH 2, HTR5A inv ctr -3, CAL PDZ FP -13, OPRM1-OPRD1 inv 6 and HTR5A ag 1.
For OC1(c2ccccc2)CCN(Cc2ccccc2)C2CCCCC21 (stereo not drawn) the results were RTF Ca sens inh -9, cardiac RTF act 14, MOR-DOR ag 6.5, V-ATPase pH -2, HTR5A inv ctr -1, Keap1 Nrf2 FP -5, CAL PDZ FP 0, OPRM1-OPRD1 inv -37, LANA DNA inh -1.7 and HTR5A ag 0.
Screening O=C(CCN1CCc2ccccc2C(c2ccccc2)C1)c1ccc2c(c1)OCCO2 (stereo not drawn) returned RTF Ca sens inh 0, cardiac RTF act -3, MOR-DOR ag 0.5, V-ATPase pH 3, HTR5A inv ctr 2, Keap1 Nrf2 FP -7, CAL PDZ FP 2, OPRM1-OPRD1 inv -2, LANA DNA inh -0.5 and HTR5A ag -4.

High-throughput results (PubChem)
